# Screens: PubChem BioAssay, National Center for Advancing Translational Sciences (NCATS)
# POLB inh – qHTS Assay for Inhibitors of DNA Polymerase Beta | P06746 | Pol beta primer extension/strand displacement, fluorescence kinetic | Potency, µM (highest dose often 114 µM), inactives show at the highest dose activity change, negative = inhibition, most hits filed as inhibitors | 1.3% of 340,000 active; also: % is scaled to controls: 0 for no effect and ±100 for the full control effect
#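 Curves were derived by four-parameter Hill fits of normalized qHTS data. The kinetic fluorescent primer-extension read was taken at 0 and 10 min after 50 nM substrate, following a 15 min room-temperature preincubation of 10 nM enzyme with compounds.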
# POLI inh – qHTS for Inhibitors of Polymerase Iota. DNA polymerase iota (Homo sapiens), Q9UNA4. Pol iota fluorescent replication assay, 10 min. AID 588590, 2011. 1% of 390,000 active. Potency, µM (titrated, usually from 115 µM), for the others: at the highest dose activity, negative = inhibition, most hits filed as inhibitors
# Target sequence (Q9UNA4 whole entry, looked up): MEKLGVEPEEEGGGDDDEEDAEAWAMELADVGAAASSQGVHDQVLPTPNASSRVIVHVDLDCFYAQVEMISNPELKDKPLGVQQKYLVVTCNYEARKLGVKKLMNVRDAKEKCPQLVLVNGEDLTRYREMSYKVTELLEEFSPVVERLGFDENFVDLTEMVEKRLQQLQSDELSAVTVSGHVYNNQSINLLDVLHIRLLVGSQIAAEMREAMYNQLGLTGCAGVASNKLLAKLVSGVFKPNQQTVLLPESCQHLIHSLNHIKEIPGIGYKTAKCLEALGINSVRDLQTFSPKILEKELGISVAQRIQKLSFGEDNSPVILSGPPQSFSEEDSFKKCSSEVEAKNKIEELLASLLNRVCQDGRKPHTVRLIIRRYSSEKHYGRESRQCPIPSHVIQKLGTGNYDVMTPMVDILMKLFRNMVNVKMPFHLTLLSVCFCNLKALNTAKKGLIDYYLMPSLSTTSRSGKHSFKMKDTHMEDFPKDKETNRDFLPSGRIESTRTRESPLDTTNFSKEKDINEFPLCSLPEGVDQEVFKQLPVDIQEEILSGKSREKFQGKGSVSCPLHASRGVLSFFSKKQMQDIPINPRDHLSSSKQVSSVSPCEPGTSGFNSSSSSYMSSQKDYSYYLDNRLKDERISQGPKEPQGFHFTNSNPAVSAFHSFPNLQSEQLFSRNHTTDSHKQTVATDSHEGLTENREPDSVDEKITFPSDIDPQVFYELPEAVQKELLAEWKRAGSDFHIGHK
#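 Fluorescent replication assay read twice, at 0 min and 10 min after adding 50 nM (final) substrate. Enzyme (10 nM) and compounds were first incubated 15 min at room temperature; enzyme-free buffer wells were negative controls.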
# POLH inh – qHTS for Inhibitors of Polymerase Eta; DNA polymerase eta (Homo sapiens), Q9Y253; recombinant Pol eta, fluorescent DNA replication assay; Potency, µM (doses to about 114 µM), for inactives: at the highest dose activity change, negative = inhibition, hits mostly inhibitors; 1.2% of 390,000 active; also: % is scaled to controls: 0 for no effect and ±100 for the full control effect
#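 Pol eta (10 nM) was preincubated with compounds for 15 min at room temperature, after which fluorescent replication substrate (50 nM final) was added to start the reaction. Fluorescence was read kinetically at 0 and 10 min.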
# BLM inh – qHTS Assay for Inhibitors of Bloom's syndrome helicase (BLM). RecQ-like DNA helicase BLM (Homo sapiens), P54132. 0.2% of 350,000 active. AID 2528, 2010. Potency, µM (highest dose often 56.1 µM), inactives show at the top dose activity change, negative = inhibition, actives largely listed as inhibitors. recombinant BLM DNA unwinding, fluorescence dequenching;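 also: plate controls were vehicle for no effect and no enzyme for full effect; nearly all actives have a fitted effect of over 35% in size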
# BAZ2B block – qHTS Assay for Inhibitors of BAZ2B; Bromodomain adjacent to zinc finger domain protein 2B (Homo sapiens), Q9UIF8; AlphaScreen BAZ2B-H3K14Ac peptide displacement; Potency, µM (series often up to 114 µM), for inactives: at the highest dose activity change, negative = inhibition, actives largely listed as inhibitors; 4.4% of 360,000 active; AID 504333, 2011; also: % is scaled to controls: 0 for no effect and ±100 for the full control effect; nearly all actives have a fitted effect of over 60% in size
#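 BAZ2B 50 nM plus b-H3(5-23)K14Ac 50 nM, PBS pH 7.4/0.01% Tween-20, 30 min RT; compound added (max 110 uM), 30 min RT; streptavidin donor/Ni-chelate acceptor beads 10 ug/mL final, 20 min dark; AlphaScreen read.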
# Pol kappa inh – qHTS for Inhibitors of Polymerase Kappa; Potency, µM (series often up to 107 µM), inactives show top-dose activity, negative = inhibition, actives largely listed as inhibitors; 0.53% of 400,000 active; purified Pol kappa, fluorescent DNA synthesis assay, 10 min; also: % is scaled to controls: 0 for no effect and ±100 for the full control effect
#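 Inhibition of 10 nM Pol kappa is measured by a fluorescent read-out at 0 and 10 min following addition of 50 nM substrate (final), with a 15-min room-temperature compound preincubation.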
# JMJD2A Tudor – qHTS Assay for Inhibitors of JMJD2A-Tudor Domain | AlphaScreen JMJD2A-Tudor / H3K4me3 peptide binding | 4.4% of 390,000 active | Lysine-specific demethylase 4A (Homo sapiens), O75164 | Potency, µM (series often up to 114 µM), without a hit: at the highest dose activity change, negative = inhibition, usual class: inhibitors | AID 504339, 2011; also: % is scaled to controls: 0 for no effect and ±100 for the full control effect; nearly all actives have a fitted effect of over 50% in size
# G9a inh – qHTS Assay for Inhibitors of Histone Lysine Methyltransferase G9a; G9a H3K9 monomethylation, AlphaScreen, 2 h; Potency, µM (series often up to 102 µM), for the others: top-dose activity, negative = inhibition, actives largely listed as inhibitors; 8.8% of 350,000 active; also: % is scaled to controls: 0 for no effect and ±100 for the full control effect; nearly all actives have a fitted effect of over 75% in size
#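 Chemiluminescent proximity detection of H3K9 monomethylation, read after 10 min bead incubation in the dark. Reaction: 20 nM G9a, 500 nM biotin-H3K9 peptide, 20 uM SAM cofactor, 2 h, room temperature, following 15 min enzyme-compound preincubation.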
# APE1 inh – qHTS Assay for Inhibitors of the Human Apurinic/apyrimidinic Endonuclease 1 (APE1); DNA repair nuclease/redox regulator APEX1 (Homo sapiens), P27695; recombinant APE1, TAMRA/BHQ-2 abasic DNA cleavage fluorescence; Potency, µM (top dose mostly 65.8 µM), without a hit: at the highest dose activity change, negative = inhibition, usual class: inhibitors; 0.35% of 350,000 active;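 also: plate controls were vehicle for no effect and reference inhibitor for full effect; nearly all actives have a fitted effect of over 55% in size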
# Target sequence (P27695 whole entry, looked up): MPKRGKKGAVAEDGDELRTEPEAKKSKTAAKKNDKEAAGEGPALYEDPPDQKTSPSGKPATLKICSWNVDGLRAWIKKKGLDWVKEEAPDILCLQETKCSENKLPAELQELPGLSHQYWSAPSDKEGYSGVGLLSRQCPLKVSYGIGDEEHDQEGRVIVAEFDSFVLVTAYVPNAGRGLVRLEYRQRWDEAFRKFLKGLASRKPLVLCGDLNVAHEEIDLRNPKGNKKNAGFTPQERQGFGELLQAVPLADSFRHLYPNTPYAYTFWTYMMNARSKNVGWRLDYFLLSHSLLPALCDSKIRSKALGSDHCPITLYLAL
#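 Compound pre-exposure to 0.75 nM APE1, 15 min at ambient temperature. Reaction initiated with 50 nM TAMRA/BHQ-2 THF substrate, read immediately in kinetic mode, 525 nm excitation, 598 nm emission.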
# Numbers without * were called inactive; ? = inconclusive; . = not tested or not shown; & = joins results of further samples; ! = not confirmed by another sample; [ ] = dose if it differs, or a comment. Calls follow the shape of the dose curve; as a rule, active = well fitted curve in the direction sought with a large enough effect; inconclusive = small, poorly fitted or top-dose-only effect, or another doubt; inactive = no such curve, though single readings can be large; an effect the other way counts as inactive or inconclusive. Potency is read from the fitted curve at half-maximal effect. A portion of the library, so the mix of outcomes need not match the whole.
SMILES,POLB inh,POLI inh,POLH inh,BLM inh,BAZ2B block,Pol kappa inh,JMJD2A Tudor,G9a inh,APE1 inh
COc1ccc(C(=O)NC(=S)NCC2CCCO2)cc1 (stereo unspecified),41%,26%,-3%,-3%,-23%,-1%,-2%,-7%[59 µM],1%
COc1ccc(C2C=C(c3cccc(OC)c3)Nc3c(C(=O)Nc4ccccc4)cnn32)cc1 (stereo unspecified),0%,9%,-16%,-14%,10%,-20%,6%,9%[59 µM],.
CCOC(=O)c1ccc(NC(=O)c2c(NCc3sccc3C)sc3c2CCCCC3)cc1,?,?,-27%,-9%,45µM*,-8%[60.1 µM],56µM*,8.9µM*,.
CCN1C(=O)C(Cc2nc3ccccc3c(=O)n2-c2ccc(OC)cc2)c2cc(C)ccc21 (stereo unspecified),4%,19%,.,-4%,?,-24%,?,?,.
O=C(Nc1ccc(F)cc1)C(Cc1ccccc1)n1cccc1 (stereo unspecified),-4%,10%,-1%,-6%,?,-27%,-8%,?,4%
COc1ccccc1NC=C1C(=O)OC(C)(C)OC1=O,7%,16%,5%,0%,1%,10%,-11%,-4%,-8%
COc1ccc(C(=O)N2CCCC(c3nc(-c4cccs4)no3)C2)cc1 (stereo unspecified),2%,-26%,4%,1%,-2%,22%,-8%,-15%,2%
C/C(=N\NC(=O)c1cccc(C)c1)c1ccc(N2CCOCC2)cc1,1%,10%,-1%,0%,-4%,-9%,-15%,6%,0%
CC(C)[C@H](NC(=O)c1ccco1)C(=O)OCC(=O)N(C)c1ccccc1,2%,7%,-10%,0%,-5%,16%,4%,16%,7%
O=S(=O)(c1ccc(F)cc1)N1CCC2(CC1)OCCO2,12%,41%[activator],-13%,0%,-19%,-3%,-1%,-16%,0%
Cc1cc(=O)oc2c1c(C)nn2-c1cccc(Cl)c1,5%,?,-24%,-1%,-20%,11%,-6%,4%,-3%
Cc1ccc(N2CC(C(=O)Nc3ccncc3)CC2=O)cc1 (stereo unspecified),12%,25%,-10%,-1%,9%,8%,-21%,-2%[59 µM],-3%
CC(=O)Nc1c([N+](=O)[O-])cc2[nH]c(=O)[nH]c2c1[N+](=O)[O-],12%,65%[activator],11%,-1%,-20%,-16%,-12%[11.4 µM],32µM*,-2%
CCN(CC)S(=O)(=O)c1cccc(-c2nnc(SCC(=O)c3cc(C)n(C4CC4)c3C)o2)c1,1%,16%,-10%,-4%,-11%,-16%,3%,-40%[12.7 µM],7%
CCOC(=O)N1CCC(NC(=O)C(NS(=O)(=O)c2cccc3nsnc23)c2ccccc2)CC1 (stereo unspecified),18%,11%,-23%,-3%,7%,4%,-2%,?,?
CN(C1CCCCC1)S(=O)(=O)c1ccc2c(c1)c(=O)c(C(=O)NCCc1ccc(Cl)cc1)cn2C,7%,6%,-26%,-8%,.,-4%,-3%,-31%[59 µM],.
Cc1ccc(-c2nn(C)c(=O)c3ccccc23)cc1CNS(C)(=O)=O,2%,-1%,-6%,-6%,5%,-4%,-9%,-8%[12.7 µM],0%
O=C(Nc1cc([N+](=O)[O-])ccc1O)c1ccc2c(c1)C(=O)N(Cc1ccco1)C2=O,26%,40µM*,32µM*,-2%,-1%,50µM*,?,.,-2%
CC(C)Oc1ccc(C(=O)CCN2CCCCC2)cc1,-18%,23%,-1%,3%,-4%,-5%,-24%,7.9µM*,0%
Cc1ccccc1P(=O)(CO)c1ccccc1C,4%,2%,0%,-1%,5%,1%,-5%,2%[59 µM],?

# Exported field by field: part of the list above
O=C(Nc1ccc(F)cc1)C(Cc1ccccc1)n1cccc1 (stereo unspecified)
  POLB inh: -4%
  POLI inh: 10%
  POLH inh: -1%
  BLM inh: -6%
  BAZ2B block: ?
  Pol kappa inh: -27%
  JMJD2A Tudor: -8%
  G9a inh: ?
  APE1 inh: 4%
C/C(=N\NC(=O)c1cccc(C)c1)c1ccc(N2CCOCC2)cc1
  POLB inh: 1%
  POLI inh: 10%
  POLH inh: -1%
  BLM inh: 0%
  BAZ2B block: -4%
  Pol kappa inh: -9%
  JMJD2A Tudor: -15%
  G9a inh: 6%
  APE1 inh: 0%
CCN1C(=O)C(Cc2nc3ccccc3c(=O)n2-c2ccc(OC)cc2)c2cc(C)ccc21 (stereo unspecified)
  POLB inh: 4%
  POLI inh: 19%
  POLH inh: .
  BLM inh: -4%
  BAZ2B block: ?
  Pol kappa inh: -24%
  JMJD2A Tudor: ?
  G9a inh: ?
  APE1 inh: .

# Remaining list, next part
SMILES,POLB inh,POLI inh,POLH inh,BLM inh,BAZ2B block,Pol kappa inh,JMJD2A Tudor,G9a inh,APE1 inh
Cc1nc2ccc(S(=O)(=O)NC(C(=O)NC3CCCC3)C(C)C)cc2s1 (stereo unspecified),38%,-1%,-6%,2%,0%,-11%,-9%,21%,-4%
CC(C)c1cc(NC(=O)CSc2nnc(-c3ccccc3F)n2C)on1,3%,2%,-10%,-2%,18%,10%,-4%,10%[59 µM],-3%
COCCNC(=S)N(CCc1c(C)[nH]c2ccc(C)cc12)Cc1cc(OC)c(OC)c(OC)c1,3%,9%,-19%,2%,?,-17%,?,?,-3%
CC(Sc1ccsc1[N+](=O)[O-])C(=O)NCc1ccccc1 (stereo unspecified),2%,.,.,-2%,-13%,.,.,-17%,1%
Cc1ccc(/C=C2/SC(=S)N(CCC(=O)N3CCN(c4ccccc4)CC3)C2=O)cc1,10%,.,.,1%,-2%,.,.,-34%[59 µM],3%
C[C@H](NS(=O)(=O)c1ccc(Cl)c(Cl)c1)C(=O)OCc1cc(=O)n2cc(Br)ccc2n1,14µM*,?,?,-11%,?,-25%,-25%,-2%[59 µM],11%
CC(C)c1ccc(/C=c2\sc3n(c2=O)C(N)=C(C#N)C(c2ccc(C(C)C)cc2)C=3C(N)=O)cc1 (stereo unspecified),.,47%[activator],5%,.,.,-17%,-12%,.,.
COc1ccc(C(=O)CCC(=O)Nc2ccc(C)c(Cl)c2)cc1,30%,4%,-17%,-1%,3%,-10%[60.1 µM],5%,-5%[59 µM],.
O=C(NCCCO)c1ccc2[nH]c3c(c2c1)CCCC3,4%,33%[activator],-18%,-4%,-30%,-6%,-14%,-12%,3%
Cn1ccnc1-c1nnn(-c2ccc(Cl)c(Cl)c2)n1,.,-7%,-3%,.,.,-9%,-24%,.,.
COc1ccc(N2CCN(C(=O)c3cc(NS(=O)(=O)c4ccc(F)cc4)ccn3)CC2)cc1,41%,17%,-9%,-1%,-12%,-10%,-16%,?,.
O=C(CCn1c(=O)c2cccn2c2cccnc21)N1CCN(c2cccc(Cl)c2)CC1,-25%&11%,9%&10%,-13%&-12%,-5%&0%,-32%&-37%,10%&-16%,16µM*!,?,66%[activator]
Cc1ccc(-c2cc(C(=O)Nc3ccc(S(=O)(=O)Nc4onc(C)c4C)cc3)c3ccccc3n2)cc1,?,43%[activator],89µM*,-1%,50µM*,-10%,?,45µM*,-2%
CN(Cc1nc2ccccc2c(=O)[nH]1)c1ccccc1,1%,22%,-25%,1%,-2%,-15%,-13%,17%[59 µM],-2%
Cc1ccc(S(=O)(=O)N2CCN(C(=O)COC(=O)c3cncc(Br)c3)CC2)c(C)c1,.,27%,-15%,.,.,-11%,3%,.,41%
Cc1nc(NC(=O)C2CCCCC2C(=O)O)sc1C (stereo unspecified),4%,-15%,-5%,-4%,-11%,3%,-1%,51%[activator],17%
CNC(=O)C1CCN(S(=O)(=O)c2c(C)noc2/C=C/c2ccc(OC)cc2)CC1,4%,3%,-3%,0%,8%,0%,-9%,6%[12.7 µM],10%
O=C(Nc1ccc(Cl)cc1)c1cc2nc(-c3ccc4c(c3)OCO4)cc(C(F)(F)F)n2n1,24%,22%,-14%,-2%,-11%,11%,0%,6%[59 µM],.
Cc1ccc2oc(=O)c3cc(C(=O)Nc4ccc(C)c(F)c4)sc3c2c1,2%,2%,0%,-4%,1%,-11%,5%,6%[59 µM],.
O=C(NCC(O)COc1ccc([N+](=O)[O-])cc1)Nc1ccccc1 (stereo unspecified),1%,51%[activator],-21%,-1%,-5%,-11%,-11%,9%,2%
COC(=O)c1ccccc1NC(=S)NC(=O)COc1ccc(C)cc1,.,3%,-8%,.,.,-13%,-11%,.,.
Cc1nn(CCCC(=O)Nc2ccccn2)c(C)c1[N+](=O)[O-],20%,114%[activator],?,0%,-9%,-7%,2%,1%,-1%
CCOc1ccc(S(=O)(=O)NCCc2sc3nc(-c4ccc(F)cc4)nn3c2C)cc1,-20%,-5%,-16%,-2%,-1%,1%[60.1 µM],-4%,5%[59 µM],.
CCC(=O)N(Cc1cc2ccccc2[nH]c1=O)c1ccc(OC)cc1,-1%,133%[activator],0%,-5%,-15%,-4%,-14%,4%,13%
Cc1ccc(S(=O)(=O)CCC(=O)OCc2cc(=O)oc3cc(C)ccc23)cc1,.,-6%,-2%,.,.,-6%,-21%,.,2%
O=C(Nc1cc(S(=O)(=O)N2CCCCCC2)ccc1OCC(F)(F)F)c1cnccn1,.,5%,-8%,.,9%,-15%,6%,18%[12.7 µM],-8%
COc1ccc(CCNC(=O)c2csc3c2CCCCC3)c(OC)c1,-13%,7%,-8%,-2%,-1%,-10%,-14%,1%[59 µM],.
COc1cc(C(=O)N/N=C/c2ccc(OC(=O)c3ccccc3Cl)cc2)ccc1O,36%,-4%,-4%,-9%,?,-21%,-28%,.,-13%
Cc1c(N=Nc2ccc(N(C)C)cc2)c(=O)n(-c2ccccc2)n1C,4%,7%,-11%,0%,?,1%,-26%,.,8%
CC(C)C[C@@H](CSc1ccc(Br)cc1)N1CCN(C)CCC1=O,10%,18%,-3%,0%,-2%,3%,-22%,3%[12.7 µM],0%
COc1ccc(CCN2C(=O)CN(Cc3ccccc3)CC2=O)cc1OC,0%,9%,-15%,2%,3%,-6%,-13%,5%,12%
CC(C)(C)c1ccc(OCC(=O)NCCN2CCOCC2)cc1,3%,-12%,-15%,-3%,-3%,-8%,-5%,?,-4%
